Screening data as filed in PubChem.
RBX1-CUL1 inh: inhibitors of human ROC1-CUL1 ubiquitin ligase activity | AID 1347404 | P62877+Q13616 | inhibition, % at 10 µM | in vitro K48 di-Ub FRET, acceptor:donor ratio, 45 min | 0.6% of 140,000 active; in the data active = inhibition above about 25%
Target sequence (P62877 whole entry, looked up): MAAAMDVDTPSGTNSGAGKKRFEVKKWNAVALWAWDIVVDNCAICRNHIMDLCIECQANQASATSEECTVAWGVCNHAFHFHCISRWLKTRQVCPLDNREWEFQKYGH
Target sequence (Q13616 whole entry, looked up): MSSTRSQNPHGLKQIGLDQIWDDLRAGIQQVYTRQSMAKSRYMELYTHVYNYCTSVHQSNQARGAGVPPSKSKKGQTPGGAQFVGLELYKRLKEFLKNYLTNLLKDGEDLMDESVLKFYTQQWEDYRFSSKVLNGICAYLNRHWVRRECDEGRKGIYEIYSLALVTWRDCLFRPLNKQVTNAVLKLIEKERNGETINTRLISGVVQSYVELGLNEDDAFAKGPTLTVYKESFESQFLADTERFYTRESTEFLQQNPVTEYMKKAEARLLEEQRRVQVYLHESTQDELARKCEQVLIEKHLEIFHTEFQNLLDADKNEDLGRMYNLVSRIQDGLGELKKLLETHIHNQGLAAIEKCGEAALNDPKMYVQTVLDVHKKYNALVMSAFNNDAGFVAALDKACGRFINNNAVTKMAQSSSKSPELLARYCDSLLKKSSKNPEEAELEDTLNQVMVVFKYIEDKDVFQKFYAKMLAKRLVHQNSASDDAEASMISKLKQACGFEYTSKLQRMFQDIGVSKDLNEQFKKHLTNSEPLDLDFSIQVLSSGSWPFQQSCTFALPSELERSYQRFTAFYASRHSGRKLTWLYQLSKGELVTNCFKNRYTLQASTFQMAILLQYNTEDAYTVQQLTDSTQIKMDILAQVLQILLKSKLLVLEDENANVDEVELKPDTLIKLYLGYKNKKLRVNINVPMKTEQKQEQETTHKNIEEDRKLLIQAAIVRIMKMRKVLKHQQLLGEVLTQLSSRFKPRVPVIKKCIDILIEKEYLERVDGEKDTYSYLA
Active calls of the source: *; & = joins results of further samples. The list is partial (hit frequency here may not be typical).

No.	molecule	RBX1-CUL1 inh
1	COc1ccc(NC(=O)CSc2nncn3c2cc2oc(C)cc23)cc1OC	3
2	Cc1c(C(=O)N(CCO)Cc2ccccc2)oc2c(F)cccc12	3
3	O=C(O)CN1CC(=O)Oc2ccccc21	0
4	CSc1nnc2c(n1)OC(c1cccs1)N(C(C)=O)c1ccc(Cl)cc1-2 (stereo unspecified)	3
5	CCOC(=O)COc1ccc2c(=O)c(Oc3ccc(C(=O)OC)cc3)c(C(F)(F)F)oc2c1	-11
6	CS(=O)(=O)N1CCC(Oc2ccccc2C(=O)NCc2cnc3ccccn23)CC1	7
7	CC1=C(C(=O)Oc2ccccc2)C2(C)C3C(=O)N(c4cccc(C)c4)C(=O)C3C1C1C(=O)N(c3cccc(C)c3)C(=O)C12 (stereo unspecified)	13
8	COc1ccc(-c2csc(N3CCN(C(=O)c4ccccc4)CC3)n2)cc1	-8
9	N#Cc1c(N=CC2C(=O)NC(=O)N(c3ccc(Cl)cc3)C2=O)sc2c1CCC2 (stereo unspecified)	-2
10	CCn1nc(C)c(CN(C)Cc2nc(-c3ccccc3NC(=O)c3ccsc3)oc2C)c1C	7
11	Cc1cnc(C(=O)N(C)CC2CCCN(CCc3ccc(Cl)cc3)C2)cn1 (stereo unspecified)	8
12	O=C1NC(NCc2ccccc2)(C(F)(F)F)C(=O)N1c1ccc(OC(F)(F)F)cc1 (stereo unspecified)	-8
13	CC(NC(=O)Cc1ccc(Cl)cc1)C1CCCO1 (stereo unspecified)	-12
14	Cc1cc(-c2ccc([N+](=O)[O-])o2)n[nH]1	-20
15	CCOc1ccc(C(=O)Nc2ccc3c(c2)N(C(C)=O)CCC3)cc1OCC	-10
16	COC(=O)C(C#N)c1nc2ccccc2c(=O)[nH]1 (stereo unspecified)	5
17	O=C(Oc1ccc(/C=C\Br)cc1)c1ccccc1	-7
18	COC(=O)c1cc(-c2c3ccccc3cc3ccccc23)no1	-7
19	Oc1c(Br)cc(C=Nc2ccc3oc(-c4ccccc4)nc3c2)c(O)c1Br	6
20	CCc1cccc(C)c1NC(=O)CCCn1c(=O)c2cccn2c2cccnc21	-11
21	CCCCCCOc1ccc(N=C(C)C(C)=Nc2ccc(OCCCCCC)cc2)cc1	-3
22	Cc1ccc(OC(C)C(=O)NC2CCCC2)cc1C (stereo unspecified)	-1
23	Cc1ccc(CNC(=O)CCc2c(C)nc3nc(CNC(=O)OC(C)(C)C)nn3c2C)cc1	-6
24	CC(C(=O)Nc1ccc(F)c(Cl)c1)N1CCN(c2ccccc2)CC1 (stereo unspecified)	9
25	Cc1ccc(C)c(NC(=O)CSc2ncnc3scc(-c4ccccc4)c23)c1	-9
26	O=[N+]([O-])c1cccc(C2Nc3cccc4cccc(c34)N2)c1	-8
27	SC1Cc2ccccc2Sc2ccc(Cl)cc21 (stereo unspecified)	-2
28	CN(C)c1ccc(CNC(=O)CN2C(=O)CSc3ccc(S(=O)(=O)N4CCCC4)cc32)cc1	0
29	c1ccc2c(c1)Nc1nc3nonc3nc1S2	-2
30	COc1ccc(Cn2c(CNS(=O)(=O)c3ccc(C)c(C)c3)nc3cccnc32)cc1	-5
31	Clc1ccc(SN(Cc2ccccc2)c2ccccn2)cc1	-7
32	CCOc1ccc(-n2nc3ccc(NC(=O)c4ccc5c(c4)OCCO5)cc3n2)cc1	1
33	Cc1ccc(C)c(Nc2nn3c(=O)c4ccc(C(=O)NCCc5ccccc5)cc4nc3s2)c1	-5
34	COc1ccc(C)cc1NC(=O)C1CCN(S(=O)(=O)c2ccc3[nH]c(=O)oc3c2)CC1	0
35	COCc1cn(CC2CCCN(C(=O)NCc3ccccc3C)C2)nn1 (stereo unspecified)	-12
36	COC(=O)C(O)(CC(=O)Nc1ccc(Cl)cc1)C(F)(F)F (stereo unspecified)	12
37	C=CCn1nnc(NC(=O)c2cccc3c(Br)cccc23)n1	6
38	CCCCCCCc1ccc(-c2cc(C(=O)O)c3cc(C)cc(C)c3n2)o1	18
39	Cc1ccc(S(=O)(=O)N=C2CC(=NCc3ccccc3)C(=O)c3ccccc32)c(C)c1	-13
40	COc1cccc(NC(=O)CCC2CCN(C(=O)C3CC=CCC3)CC2)c1 (stereo unspecified)	10
41	CCc1nc2sc(C(=O)Nc3ccc(OC(F)(F)F)cc3)c(N)c2cc1C	-13
42	CCCCOc1ccc(/C=C2/C(=O)N(c3cccc(Cl)c3C)N=C2C)cc1OC	17
43	COc1ccc(C(=O)Nc2nnc(COc3cccc([N+](=O)[O-])c3)s2)cc1	-2
44	O=C(CC(Sc1ccc(Cl)cc1)c1ccccc1)c1ccc(I)cc1 (stereo unspecified)	2
45	COc1ccc(-n2c(SC)nc3sc4c(c3c2=O)CCCC4)cc1	2
46	Clc1ccc(COc2ccccc2/C=N/Nc2cc(N3CCCC3)nc(N3CCCC3)n2)c(Cl)c1	3
47	CCC1CC2C3CC=C4CC(OC(C)=O)CCC4(C)C3CCC2(C)C1C(C)=O (stereo unspecified)	7
48	CC(C)c1nc(CNC(=O)Nc2nncs2)no1	2
49	CCC(C)NS(=O)(=O)c1ccc2c(c1)Cc1cc(S(=O)(=O)NC(C)CC)ccc1-2 (stereo unspecified)	-2
50	Cc1ccc2oc(-c3ccc(NC(=O)c4ccc(C)c5ccccc45)c(C)c3)nc2c1	-7
51	Cc1ccc(OCc2nc(-c3ccc([N+](=O)[O-])cc3)no2)c(C)c1	10
52	Cc1ocnc1C(=O)NCc1cccnc1N(C)Cc1ccccc1	-6
53	COc1cc(OC(C)=O)cc(OC)c1OC(C)=O	8
54	CCN1CCN(C(=O)c2ccc(N3CCC(NCc4cccc(OC(F)(F)F)c4)CC3)cc2)CC1	5
55	CCc1c(C)nc2nncn2c1NCc1ccc(Cl)cc1	-2
56	Cn1c2ccccc2c2c(C(=O)N3CCN(c4cccc(Cl)c4)CC3)cn(C3CCCCC3)c(=O)c21	-5
57	CC(=O)N1CCCc2ccc(NC(=O)c3ccc(C(F)(F)F)cc3)cc21	-6
58	N=C1CC(=O)N=C(SCC(=O)Nc2ccccc2)N1CCc1ccccc1	-10
59	Cc1ccc(CNC(=O)CCn2cnc3ccccc3c2=O)cc1	-2
60	CCC(C(=O)Nc1cc(C)ccc1C)n1c(=O)c(C(F)(F)F)nc2ccccc21 (stereo unspecified)	-1

(listing goes on)
No.	molecule	RBX1-CUL1 inh
61	CCOC(=O)C(NC(=O)c1c(F)cccc1F)(Nc1ccccc1)C(F)(F)F (stereo unspecified)	-2
62	Cc1cc(C(=O)N2CCN(c3cccc(Cl)c3)CC2)c2c(C)nn(-c3ccccc3Cl)c2n1	-10
63	Cc1cc(S(=O)(=O)Nc2ccc(C(=O)O)cc2)c(C)c(S(=O)(=O)c2ccc(Cl)cc2)c1	-6
64	O=C(Nc1ccccc1)N1CCN(C(=O)c2nsc3ccccc23)CC1	-3
65	Cc1noc(NS(=O)(=O)c2ccc(NC(=O)C3=CC4C=CC=CC4OC3=O)cc2)c1C (stereo unspecified)	3
66	Nc1nnc(CSc2nnnn2-c2ccc3c(c2)OCO3)s1	4
67	Cc1ccc(OCC(=O)Nc2ccc3nc(Nc4cccc(Cl)c4)cc(C)c3c2)cc1	-2
68	COc1cccc(-c2nn3c(=O)cc(CN4CCN(S(=O)(=O)c5ccc(C)cc5)CC4)nc3s2)c1	2
69	CCC12CN3CC(CC)(CN(C1)C3c1c[nH]c3ccccc13)C2=O (stereo unspecified)	-11&-4
70	O=C(Nc1ccc(Cl)cc1Cl)C1C2CCC=CCC/C=C/CCC21 (stereo unspecified)	13
71	COC(=O)C(C)n1nnc2sc(-c3ccccc3)cc2c1=O (stereo unspecified)	5
72	COc1ccc(Cl)cc1NC(=O)c1c(NCc2ccc(C)o2)sc2c1CCCCC2	26*
73	CC(C)CCNC(=O)c1ccc2c(c1)nc1n2CCCCC1	-6
74	Cc1cc(CN(C)[C@@H]2c3ccccc3C3(CCNCC3)[C@H]2O)ccn1	-2
75	Cc1cc(N)cc(N(C)C)n1	-9
76	c1ccc2c(CN3CCCCC3)csc2c1	4
77	CC1CC(O)(C#CCN(C)c2ccccc2)C(C)CN1C (stereo unspecified)	3
78	S=C(NCc1ccc(Cl)cc1)Nc1cccc2ccccc12	-2
79	COc1ccc(/C=C/CN2CCCC(CO)(Cc3ccccc3F)C2)cc1 (stereo unspecified)	-2
80	N#CC1C(=N)Oc2n[nH]c(-c3ccccc3)c2C1c1c(Cl)cccc1Cl (stereo unspecified)	0

Arranged by value in RBX1-CUL1 inh (highest first): some entries from above.
No.	molecule	RBX1-CUL1 inh
70	O=C(Nc1ccc(Cl)cc1Cl)C1C2CCC=CCC/C=C/CCC21 (stereo unspecified)	13
66	Nc1nnc(CSc2nnnn2-c2ccc3c(c2)OCO3)s1	4
78	S=C(NCc1ccc(Cl)cc1)Nc1cccc2ccccc12	-2

Next structures follow:
No.	molecule	RBX1-CUL1 inh
81	Cc1cc(C)cc(NC(=O)Cn2nnc(-c3nc(-c4ccncc4)no3)c2N)c1	-11
82	COc1cccc2cc(C(=O)N3CCN(c4cc(C)ccc4C)CC3)c(=O)oc12	-6
83	CCn1c(=O)c2c(nc3n(C4CCCCC4)c(C)cn23)n(C)c1=O	0
84	CCOC(=O)C1=C(c2ccccc2)N=c2s/c(=C3/C(=O)Nc4ccccc43)c(=O)n2C1c1ccc2c(c1)OCO2 (stereo unspecified)	7
85	Cn1c(=O)c2c(nc(OCc3ccccn3)n2C)n(C)c1=O	3
86	O=C(C1=CCCCC1)N1CCC(CO)(Cc2ccccc2C(F)(F)F)CC1	5
87	Nc1c(C(=O)Nc2cccc(C(F)(F)F)c2)sc2nc(-c3cccs3)cc(-c3cccs3)c12	4
88	CC1(C)CC(NC(=O)c2cc(Cl)ccc2Cl)CC(C)(C)N1	1
89	O=C(C1CC1)N1CCc2cc(Br)cc(S(=O)(=O)Nc3ccc(F)c(F)c3)c21	-10
90	CCN(c1ccccc1)S(=O)(=O)c1ccc2c(c1)C(=O)C(C(=O)NC1CCCCC1)C=N2 (stereo unspecified)	-3
91	O=C1CC(Cc2ccccc2)C(=O)N1CCCn1ccnc1 (stereo unspecified)	2
92	COc1ccc(Cl)cc1NC(=O)c1c(NCc2ccc(C)o2)sc2c1CCCC2	2
93	Cc1cccc(NC(=O)c2oc3ccccc3c2NC(=O)c2cc(=O)c3ccc(C)cc3o2)c1	0
94	CCCNC(=O)c1nnn(-c2ccc(OC)cc2)c1CCC	5
95	CC(C)n1cc(C(=O)NCC2CCCCC2)c(=O)c(C(=O)N2CCc3ccccc3C2)c1	6
96	O=c1c2ccccc2nc(SCc2ccccc2F)n1-c1ccccc1Cl	-3
97	Cc1cccc(NC(=O)CN2C(=O)S/C(=C/c3ccc(Br)s3)C2=O)c1	2
98	Cc1cc(C)c(S(=O)(=O)n2nc(C)c(Sc3ccc(Cl)cc3)c2C)c(C)c1	7
99	Cc1cccc(N(C)C(=O)c2snnc2C)c1	-4
100	CSc1ncc(C(=O)Nc2c(C)cccc2C)c(-c2ccccc2)n1	-1
101	COc1cc(OC)cc(C2c3c(n[nH]c3-c3ccc(F)cc3)OC(=N)C2C#N)c1 (stereo unspecified)	-6
102	COc1cccc(-c2noc3c2CN(C(=O)c2ccc(C)nc2)CC3)c1	-7
103	COC(=O)c1ccc(-c2nc(CN(C)C3CCOC3)c(C)o2)cc1 (stereo unspecified)	7
104	Cc1ccc(Cn2c(CCNC(=O)c3cccc(C)c3)nc3ccccc32)cc1	5
105	CC(C)c1ccccc1OCC(=O)Nc1ccc(S(=O)(=O)Nc2ccccn2)cc1	-5
106	COc1ccc(-c2c(C#N)c(N)nc(Sc3ccccc3N)c2C#N)cc1	10
107	O=C(COc1ccc(Br)cc1)Nc1ccc(Cl)c(-c2nc3ccccc3s2)c1	-5
108	CN1C(=O)c2[nH]nc(-c3ccc(F)cc3)c2C1c1cccc(O)c1 (stereo unspecified)	-5
109	Cc1ccc(C)c(S(=O)(=O)NC(C)C(=O)Nc2ccc(F)c(Cl)c2)c1 (stereo unspecified)	5
110	O=C(Oc1nsnc1N1CCOCC1)N(c1ccccc1)c1ccccc1	6
111	COc1ccc(NC(=S)N2CCC(O)CC2)c(OC)c1	-4
112	COc1ccccc1C(=O)C(C)C(=O)c1ccccc1 (stereo unspecified)	7
113	CCOc1ccc(CNC(=O)c2cccc(Nc3nc4ccccc4n4nnnc34)c2)cc1OC	0
114	Cc1ccc(C)c(-c2cn3c(C(=O)NCc4ccon4)csc3n2)c1	-3
115	CCCC(C(=O)OCC)/C(C)=N/Nc1ccccc1[N+](=O)[O-] (stereo unspecified)	14
116	COc1ccccc1C(Nc1cccc(C)n1)c1ccc2ccc(C)nc2c1O (stereo unspecified)	4
117	COc1ccc(O)c(CNC2COc3c(cccc3OC)C2)c1 (stereo unspecified)	0
118	COc1ccc(N2CCN(C(=O)Cc3ccccc3C)CC2)cc1	7
119	C(=N\n1c2ccccc2c2ccccc21)/c1ccco1	-2
120	N#CC1C(=N)n2c(nc3ccccc32)C(C#N)C1c1ccc(Cl)cc1Cl (stereo unspecified)	1
121	CC(C)(C)NC(=O)c1cc(Cl)ccc1[N+](=O)[O-]	11
122	Cc1cc(Cl)c2cccc(C)c2n1	5
123	CCc1nn(CC(=O)NC(C)CC)c(=O)c2cc3occc3n12 (stereo unspecified)	-5
124	COc1ccc(C2=N/C(=C\c3cccs3)C(=O)O2)cc1	9
125	O=C(CC1Sc2ccc(C(F)(F)F)cc2NC1=O)Nc1ccc(Cl)c(C(F)(F)F)c1 (stereo unspecified)	-4
126	Ic1ccc(-n2cccc2)cc1	0

3 entries from above, field by field.
[122] Cc1cc(Cl)c2cccc(C)c2n1
  RBX1-CUL1 inh = 5
[123] CCc1nn(CC(=O)NC(C)CC)c(=O)c2cc3occc3n12 (stereo unspecified)
  RBX1-CUL1 inh = -5
[124] COc1ccc(C2=N/C(=C\c3cccs3)C(=O)O2)cc1
  RBX1-CUL1 inh = 9
